# IMPase Li cell = membrane-permeable IMPase blocker, potentiated with lithium; CHO-M1 cells, IP1 TR-FRET (IP-One), carbachol + lithium; Potency, µM (titrated, usually from 59.4 µM), without a hit: at the highest dose activity, negative = IMPase inhibition, most hits filed as inhibitors; 0.35% of 210,000 active; AID 1457;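 note: IP1 builds up when IMPase is blocked and the TR-FRET signal falls; potency is the fitted concentration of half-maximal effect; plate controls were basal vehicle for no effect and high inhibitor control for full effect; nearly all actives have a fitted effect of over 50% in size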
#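 IP1 accumulation measured by competitive TR-FRET in lysed CHO-M1 cells after 30 min compound exposure at 37C, with a small lithium addition to potentiate weak responses. Hill-equation AC50 from ratio and donor-channel data.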
# HTT cytoprotect = protects HTT-Q103 PC12 cells, measured by ATP. PC12 HTT-Q103 induced, cytoprotection, ATP luminescence, 40 h. Potency, µM (titrated, usually from 56.4 µM), without a hit: cytoprotection (ATP increase), most hits filed as activators. 0.14% of 230,000 active. AID 1471;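 note: potency is the fitted concentration of half-maximal effect; % of control where 0% means no effect; nearly all actives have a fitted effect of over 45% in size; toxic huntingtin expression switched on by the ecdysone agonist tebufenozide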
#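 Cells were plated at 1500 per well in phenol red-free DMEM with 5% equine and 5% calf serum. Tebufenozide (100 nM final) and compounds were added, then ATPlite reagent, and luminescence was read.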
# CBFb-RUNX1 inh = blocks binding between human CBF-beta and RUNX1; Q01196+Q13951; AlphaScreen CBFb-His/RUNX1-biotin binding, biochemical; Potency, µM (doses to about 59.8 µM), without a hit: at the highest dose activity, negative = inhibition, most hits filed as inhibitors; 230,000 tested, under 10 active; AID 1477; note: % of control where 0% means no effect
# Target sequence (Q01196 whole entry, looked up): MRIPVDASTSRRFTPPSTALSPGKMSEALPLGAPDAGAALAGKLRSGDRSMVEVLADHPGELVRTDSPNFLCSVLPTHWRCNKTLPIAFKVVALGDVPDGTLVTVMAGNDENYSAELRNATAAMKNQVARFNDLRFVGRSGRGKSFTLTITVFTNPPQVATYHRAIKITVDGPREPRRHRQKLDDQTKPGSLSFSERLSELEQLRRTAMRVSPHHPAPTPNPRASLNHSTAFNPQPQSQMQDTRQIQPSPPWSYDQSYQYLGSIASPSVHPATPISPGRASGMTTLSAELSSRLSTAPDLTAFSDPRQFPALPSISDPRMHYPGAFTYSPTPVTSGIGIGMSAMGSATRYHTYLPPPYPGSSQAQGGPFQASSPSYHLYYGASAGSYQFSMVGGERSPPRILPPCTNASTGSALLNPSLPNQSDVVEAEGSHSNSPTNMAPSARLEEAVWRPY
# Target sequence (Q13951 whole entry, looked up): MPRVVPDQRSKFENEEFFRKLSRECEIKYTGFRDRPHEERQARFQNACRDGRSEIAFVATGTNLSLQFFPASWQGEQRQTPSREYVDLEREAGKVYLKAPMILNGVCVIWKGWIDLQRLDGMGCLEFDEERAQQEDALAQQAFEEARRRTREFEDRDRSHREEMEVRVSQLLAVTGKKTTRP
#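 Proteins preincubated together for 20 min at RT before compound addition; 15 min later, nickel and streptavidin beads were added and left 90 min prior to AlphaScreen measurement.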
# Luc counter = counter-screen: inhibitors of Kinase-Glo firefly luciferase | 0.28% of 200,000 active | AID 1379 | Q27757 | Kinase-Glo luciferase, ATP luminescence, 8 min | Potency, µM (series often up to 38.3 µM), inactives show top-dose activity change, negative = inhibition, most hits filed as inhibitors; note: potency is the fitted concentration of half-maximal effect; % is set by controls: 0 for no effect and ±100 for the full control effect; nearly all actives have a fitted effect of over 60% in size
#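 Compound is pinned into ATP-containing buffer (10 uM ATP, imidazole pH 7.2, 7 mM MgCl2). Kinase-Glo luciferase reagent is then added. Light output is recorded following an 8-min room-temperature incubation.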
# Lamin A splicing = changes lamin A minigene splicing in HeLa cells. HeLa LMNA splicing GFP/RFP minigene ratio, 48 h. Potency, µM (doses to about 46.1 µM), for inactives: at the highest dose ratio change, negative = inhibition, usual class: inhibitors. 0.01% of 200,000 active. AID 1487; active = well fitted inhibition curve with a large enough effect in the signal ratio, with a control signal flat, not every such curve was filed as active; inconclusive = small, poorly fitted or top-dose-only effect, or effect the other way, or a change in a side signal; the % refers to the signal ratio; note: potency is the fitted concentration of half-maximal effect; % is set by controls: 0 for no effect and ±100 for the full control effect
#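 Read-out is the ratio of GFP to DsRed2 object intensity, acquired by 488 nm laser-scanning cytometry on HeLa lamin A-EGFP minigene reporter cells. Compound incubation 48 hrs at 37 °C in Opti-MEM with 2% FBS; DMSO 0.5% final.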
# SMN2 splice up = enhancers of SMN2 splice variant expression; Potency, µM (doses to about 46.1 µM), for inactives: at the highest dose activity change, positive = activation, actives largely listed as activators; 2.8% of 210,000 active; HEK293 SMN2-luciferase splicing reporter, luminescence, 30-36 h; note: potency is the fitted concentration of half-maximal effect; % of control where 0% means no effect; nearly all actives have a fitted effect of over 55% in size
#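 HEK293 cells carry an SMN2 minigene-luciferase reporter in which exon 7 inclusion puts luciferase in frame. Cells were seeded at 2000 cells/well, attached for 10-12 hours, then exposed to compounds for 30-36 hours at 37C before ONE-Glo luminescence.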
# HttQ103 aggreg = mutant huntingtin aggregation inhibition | PC12 HttQ103-GFP aggregates, Acumen cytometry, 40 h | Potency, µM (highest dose often 46.1 µM), without a hit: top-dose activity change, negative = inhibition, actives largely listed as inhibitors | 1.1% of 220,000 active; note: potency is the fitted concentration of half-maximal effect; % is set by controls: 0 for no effect and ±100 for the full control effect; nearly all actives have a fitted effect of over 60% in size
#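 Steps: seed 1500 PC12 HTTQ103-GFP cells/well; add tebufenozide, 100 nM final; add compound titration; add ATPLite reagent; quantify GFP aggregates by laser scanning cytometry.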
# Active calls of the source: *; ? = inconclusive; · = no result given; & = joins results of further samples; [ ] = dose if it differs, or a comment. Unless noted, calls come from the whole dose curve; as a rule, active = well fitted curve in the direction sought with a large enough effect; inconclusive = small, poorly fitted or top-dose-only effect, or another doubt; inactive = no such curve, though single readings can be large; an effect the other way counts as inactive or inconclusive.
SMILES,IMPase Li cell,HTT cytoprotect,CBFb-RUNX1 inh,Luc counter,Lamin A splicing,SMN2 splice up,HttQ103 aggreg
CCN1C=C(Cc2ccc(OC)cc2)C2=C(C1)C(c1ccc(OC)cc1)C(C#N)=C(N)O2 (stereo not given),16.5%[38.3 µM],-40.2%[inhibitor],-26.5%,0.8%,-7.0%,-16.5%,8.0%
CCOc1ccc2oc(C(=O)NCC(C)(C)CN(C)C)c(C)c2c1,-5.5%,-48.7%[inhibitor],-12.3%,5.0%,-12.5%[46 µM],2.9%,12.6%
COc1ccc(/C=C/C(O)=C2/C(=O)NC3(C)CC2c2ccccc2O3)c(OC)c1OC (stereo not given),3.2%,-53.7%[inhibitor],-4.0%,-2.4%,·,-30.1%[inhibitor],?
N#Cc1nc(-c2ccco2)oc1NCCc1ccccc1,6.4%[38.3 µM],1.4%[10 µM],-1.3%,-0.3%,-12.7%,7.4%,-12.9%
O=C(NCc1cccnc1)c1cccc(Cl)c1,0.5%[38.3 µM],-16.2%,-0.1%,1.6%,-10.4%,18.0%,-11.2%
COc1ccc(CNc2cc([N+](=O)[O-])ccc2OC)cc1,7.7%[38.3 µM],-26.6%,18.0%,-0.5%,-2.5%[0.0737 µM],-6.8%,-4.3%
C/C(Cl)=C\CNC(C)c1ccccc1 (stereo not given),-0.7%[38.3 µM],8.2%[10 µM],2.1%,-0.2%,1.7%,16.6%,-5.6%
Cc1ccc(C(C)C)c(OCCN2C(=O)NC(C)(C)C2=O)c1,10.3%[38.3 µM],5.3%,1.4%,-0.8%,-5.0%,-22.2%,2.2%
Cc1ccc(C)c(SCc2noc(C(=O)NCC3CCCO3)c2C(=O)O)c1 (stereo not given),4.5%[38.3 µM],13.8%,1.0%,-1.4%,2.0%[0.0737 µM],6.4%,2.7%
Cc1cc(C)cc(NC(=O)NN2C(C)CCCC2C)c1 (stereo not given),-12.1%,9.3%,-1.6%,0.4%,·,-16.0%,-13.8%
O=C(N/N=C(\CC(=O)c1cccs1)C(F)(F)F)c1ccncc1,·,8.0%[10 µM],?,·,·,·,14.9%[9.22 µM]
COc1cccc(C(CC(=O)NCC2CCCO2)NS(=O)(=O)c2ccc(C)cc2)c1OC (stereo not given),-5.9%[38.3 µM],-12.7%,2.3%,-3.3%,-5.8%,-5.5%,28.3%
CC(C)=C(NC(=O)c1ccccc1)C(=O)N/N=C/c1ccc(O)cc1,4.0%,15.3%[10 µM],-4.0%,-5.9%,-19.6%,18.6%,0.0%
O=c1c(-c2ccc3c(c2)OCCO3)coc2cc(O)cc(O)c12,47.1%[activator][38.3 µM],-9.7%[1.9 µM],1.1%,-17.3%,23.8%,6.31µM*,-16.7%
O=C1CN(C(=O)CSc2nnc(Nc3ccccc3)s2)c2ccccc2N1,5.6%,-13.9%[10 µM],0.5%,0.0%,-16.9%,-41.4%[inhibitor],-1.7%
O=C(NCc1ccc(Cl)cc1)C(=O)c1c[nH]c2ccccc12,4.3%,-48.1%,11.7%,1.4%,-6.1%[46 µM],5.2%,-3.8%
Cc1ccc(-n2c(C)nc3ncnc(-c4ccccc4)c32)cc1,4.6%,-14.1%[10 µM],2.4%,-2.3%,-2.1%,-20.1%,10.8%
CCOC(=O)C1=C(c2ccccc2)NC(=O)NC1c1ccc(OC)cc1 (stereo not given),5.3%,-2.5%,-5.6%,5.4%,-2.8%[46 µM],2.8%,-2.9%
CC(C)NC(=O)c1onc(CSc2cccc(Cl)c2)c1C(=O)O,-6.2%[38.3 µM],8.3%,-2.2%,1.8%,?,23.7%,-13.1%
CC(=NCCN1CCN(C(=S)Nc2ccccc2)CC1)C1=C(O)CC(C)(C)CC1=O,3.4%[38.3 µM],12.6%,6.9%,5.0%,8.6%,0.4%,-12.1%
COc1ccc(/C=N/NC(=O)C(C)Sc2ccccn2)cc1[N+](=O)[O-] (stereo not given),4.3%,-14.2%,1.5%,0.7%,-3.1%[9.22 µM],-25.5%,-10.8%
COc1ccc(NC(=O)c2nc(-n3nc(C)cc3C)ccc2Cl)cc1Cl,18.4%,-3.6%[10 µM],0.6%,-0.4%,3.6%,-11.0%,15.2%
COCCCNC(=O)c1cc2c(-c3ccc(Cl)cc3)nn(C)c2s1,-7.6%[38.3 µM],-19.0%,1.3%,-0.4%,3.3%,5.8%,-2.7%
CS(=O)(=O)N(Cc1cc2ccccc2[nH]c1=O)C1CCCCC1,-11.3%[38.3 µM],-19.5%[0.074 µM],4.8%,-2.3%,-2.1%,-24.4%,6.8%
O=C(CC12CC3CC(CC(C3)C1)C2)Nc1ccc2c(c1)COC2=O,2.1%[38.3 µM],-3.8%,1.0%,8.3%,-5.0%,-7.0%,-4.4%

# (listing goes on)
SMILES,IMPase Li cell,HTT cytoprotect,CBFb-RUNX1 inh,Luc counter,Lamin A splicing,SMN2 splice up,HttQ103 aggreg
CCC1=C(OC(=O)N(CC)CC)N2C(=O)OC(=NCC3CC3)[C@]2(C)[C@H]2C1=CC[C@H]1C(=O)N(CC)C(=O)[C@H]12,-0.9%,-30.3%[inhibitor],3.9%&6.4%,0.1%,·,-7.3%,4.2%[9.22 µM]
COc1cccc(OCc2nnc(SCC(=O)OC3CCCCC3)n2C)c1,23.3%[38.3 µM],-12.8%,9.8%,6.2%,4.4%,-6.7%,8.1%
CN1CCN(c2ncc3nc(-c4cn(C)c5ccccc45)c(=O)n(Cc4cccs4)c3n2)CC1,-13.9%,-29.2%,·,·,?,·,·
O=C(CN1C(=O)NC2(CCc3ccccc3C2)C1=O)NCc1ccco1 (stereo not given),-7.0%,25.0%,-5.3%,-0.2%,·,15.4%,-18.0%
CCCc1cc2c(=O)c(-c3ccc4c(c3)OCCO4)coc2cc1OS(C)(=O)=O,14.9%,-18.4%[10 µM],-1.3%,4.7%,?,?,?
COC(=O)c1ccc(C=O)cc1,-13.8%,17.3%,-1.5%[21.7 µM],·,·,-14.4%,·
CC(C)CCNC(=O)CCSCCC(=O)NCCC(C)C,-1.8%,4.8%[10 µM],-4.3%,0.5%,2.0%,-21.0%,2.7%
O=C(NCc1ccco1)C1CCN(C(=O)c2cc3sccc3n2Cc2ccc(F)cc2)CC1,35.3%[activator][38.3 µM],-50.5%[inhibitor],2.0%,1.0%,?,-68.4%[inhibitor],?
Cc1ccc(C)c(NC(=O)c2cc3c([nH]c4ccccc43)c(C)n2)c1,11.2µM*,12.1%,1.3%,0.1%,13.3%,-6.7%,14.5%
CCC(=O)OCCNc1cc(Sc2nc3ccccc3s2)c2nonc2c1[N+](=O)[O-],10.7%[38.3 µM],-151.3%[inhibitor],-0.6%,-4.3%,1.1%,-4.2%,?
CC(C)=CC(=O)Nc1ccc(S(=O)(=O)Nc2ccccn2)cc1,7.4%,-7.8%[10 µM],-3.1%,0.9%,5.4%[46 µM],6.6%,8.1%
COC(=O)c1ccc(N=Cc2c(-c3ccccc3)[nH][nH]c2=O)cc1,4.8%,-15.7%,7.4%,5.8%,11.5%[9.22 µM],-1.9%,20.3%
O=C(CNC1CCCCCC1)c1cccs1,12.3%,-4.1%[10 µM],8.9%,3.2%,-1.4%,-11.1%,-5.5%
Cc1ccc(N2CC(C(=O)Nc3ccc(C)c(S(=O)(=O)N(C)C)c3)CC2=O)cc1 (stereo not given),18.8%,-7.7%[10 µM],-7.9%,0.8%,·,-63.3%[inhibitor],13.6%
CCOc1ccccc1NC(=O)NC1CC2CCCC(C1)N2Cc1nnnn1CCc1ccccc1 (stereo not given),34.1%[activator][38.3 µM],3.6%[10 µM],0.3%,-0.8%,-11.3%,-1.1%,-15.9%
COc1ccc(C2/C=C\CN(C(=O)C3CC3)[C@H](Cc3ccccc3)C(=O)N2Cc2ccc(F)cc2)cc1 (stereo not given in full),·,5.7%[10 µM],5.1%,·,·,·,2.4%[9.22 µM]
Cc1cc(C)n(-c2nc3c(c(=O)[nH]c(=O)n3C)n2C)n1,-5.1%[38.3 µM],-12.7%[0.074 µM],0.4%,-1.5%,7.8%,2.7%,7.2%
Cc1cc(N2CCOCC2)n2ncc(-c3ccccc3)c2n1,11.1%[38.3 µM],-71.1%[inhibitor],?,-10.4%,-11.6%,2.24µM*,-13.1%
CN1C(=O)OC(C)(CCc2ccccc2)C1(C)O (stereo not given),-2.8%[38.3 µM],-12.0%,-1.5%,-0.2%,-6.5%,-12.8%,8.3%
CCC(=O)OC1(C)C(=O)C=C2C=C(C3CC3)OC=C2C1=O (stereo not given),8.0%,-34.6%[inhibitor],6.3%,0.1%,·,-5.0%,·
O=C(CN1CCN(C(c2ccccc2)c2ccccc2)CC1)Nc1ccc(N2CCOCC2)cc1,6.9%,-14.4%,0.6%,0.2%,-3.1%[46 µM],12.6µM*,0.8%
Cc1cc(C)nc(N/C(=N/S(=O)(=O)Cc2ccccc2)Nc2ccccc2)n1,7.6%,·,-5.1%,-0.1%,-6.3%,-11.0%,13.1%
Cc1nn(-c2ccccc2)nc1C(=O)NN,·,2.6%[10 µM],18.7%,·,8.4%[46 µM],·,9.0%[9.22 µM]
NS(=O)(=O)c1cccc2cccnc12,0.9%[38.3 µM],-8.5%[10 µM],0.0%,-4.1%,0.1%,-15.3%,9.7%
CCCCNc1nc(C)nc2c1nc(-c1ccccc1)n2CC1CCN(C)CC1,-6.6%,-53.8%[inhibitor],5.3%,-0.1%,·,-16.1%,·
CCC1=NNC(=O)C(CC(=O)Nc2ccccc2)c2cc(OC)c(OC)cc21 (stereo not given),-0.3%,·,-1.1%,0.9%,-4.6%,4.6%,22.0%
CCN(CC)S(=O)(=O)c1ccc(Cl)c(C(=O)Oc2cccc(-c3cnc4ccccc4n3)c2)c1,-26.6%[38.3 µM],-39.5%[inhibitor],-5.6%,-5.1%,?,?,4.6%
CCC1C(=O)N(C)CCc2ccccc21 (stereo not given),-5.7%,·,14.8%,0.6%,2.7%,17.4%,6.3%

# Three entries already listed, sorted by the value under CBFb-RUNX1 inh, low to high.
Molecule	CBFb-RUNX1 inh
CC(C)NC(=O)c1onc(CSc2cccc(Cl)c2)c1C(=O)O	-2.2%
O=C(CC12CC3CC(CC(C3)C1)C2)Nc1ccc2c(c1)COC2=O	1.0%
COc1ccc(CNc2cc([N+](=O)[O-])ccc2OC)cc1	18.0%
